Screening results (PubChem)
TDP1 cell CPT: qHTS for Inhibitors of human tyrosyl-DNA phosphodiesterase 1 (TDP1): qHTS in cells in presence of CPT; chicken DT40 Tdp1-/-;hTDP1 cells + 20 nM CPT, ATP luminescence, 48 h; Potency, µM (titrated, usually from 46.2 µM), without a hit: at the highest dose activity change, negative = growth inhibition, most hits filed as inhibitors; actives 12% (n = 420,000); AID 686979, 2013; note: nearly all actives have a fitted effect of over 55% in size
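Cell growth measured by CellTiter-Glo luminescence after a minimum 48 h, 37 C compound exposure with 20 nM CPT in Tdp1-knockout DT40 cells stably expressing hTDP1, seeded 400/well; qHTS titration format.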
DT40 TDP1 no CPT: qHTS for Inhibitors of human tyrosyl-DNA phosphodiesterase 1 (TDP1): qHTS in cells in absence of CPT. DT40 Tdp1-/- hTDP1 cells, no CPT, ATP luminescence, 48 h. Potency, µM (top dose mostly 46.2 µM), inactives show top-dose activity change, negative = growth inhibition, usual class: inhibitors. actives 15% (n = 420,000). AID 686978, 2013; note: nearly all actives have a fitted effect of over 55% in size
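Luminescent ATP content (CellTiter-Glo) served as the growth readout. Knockout chicken DT40 cells expressing human TDP1 were exposed to compounds without camptothecin for a minimum 48 hr at 37 °C.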
GCN5L2 inh: qHTS Assay for Inhibitors of GCN5L2; AID 504327, 2011; Histone acetyltransferase KAT2A (Homo sapiens), Q92830; GCN5L2 HAT assay, ThioGlo1 CoA-SH fluorescence; actives 0.21% (n = 390,000); Potency, µM (doses to about 58.9 µM), without a hit: at the highest dose activity change, negative = inhibition, actives largely listed as inhibitors
Target sequence (Q92830 whole entry, looked up): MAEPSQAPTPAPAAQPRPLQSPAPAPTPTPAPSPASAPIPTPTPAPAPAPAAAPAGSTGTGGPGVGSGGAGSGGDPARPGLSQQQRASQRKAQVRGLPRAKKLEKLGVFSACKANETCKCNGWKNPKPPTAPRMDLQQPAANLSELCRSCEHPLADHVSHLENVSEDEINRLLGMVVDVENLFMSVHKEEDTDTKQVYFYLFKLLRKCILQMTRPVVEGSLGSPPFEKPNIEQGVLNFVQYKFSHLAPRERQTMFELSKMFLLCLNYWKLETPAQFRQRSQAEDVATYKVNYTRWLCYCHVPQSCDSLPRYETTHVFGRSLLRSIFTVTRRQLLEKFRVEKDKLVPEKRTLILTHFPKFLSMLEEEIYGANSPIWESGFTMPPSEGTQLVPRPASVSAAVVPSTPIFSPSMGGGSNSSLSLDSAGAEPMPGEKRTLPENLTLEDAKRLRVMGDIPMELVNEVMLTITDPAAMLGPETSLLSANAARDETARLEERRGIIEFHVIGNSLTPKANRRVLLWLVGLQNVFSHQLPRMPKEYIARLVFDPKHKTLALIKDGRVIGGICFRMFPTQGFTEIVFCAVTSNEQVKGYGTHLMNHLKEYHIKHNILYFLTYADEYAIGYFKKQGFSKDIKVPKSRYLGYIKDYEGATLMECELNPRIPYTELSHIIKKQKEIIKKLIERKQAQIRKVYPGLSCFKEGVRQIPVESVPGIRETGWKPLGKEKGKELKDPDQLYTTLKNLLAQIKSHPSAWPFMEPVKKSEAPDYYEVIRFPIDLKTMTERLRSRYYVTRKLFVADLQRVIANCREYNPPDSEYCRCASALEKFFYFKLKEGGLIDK
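Free CoA generated was detected with ThioGlo1 (50uM) fluorescence at Ex340nm/Em540nm, read immediately and after 20 min at room temperature. Enzyme, 20 nM in HEPES pH 7.5 buffer, saw compounds 15 min before adding 75uM H3(1-25) peptide and 70uM acetyl-CoA.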
The depositor's hits bear a star; ? = inconclusive; · = not tested or not shown; [ ] = another dose, or the depositor's remark. Calls come from the whole dose curve; as a rule, active = well fitted curve in the direction sought with a large enough effect; inconclusive = small, poorly fitted or top-dose-only effect, or another doubt; inactive = no such curve, though single readings can be large; an effect the other way counts as inactive or inconclusive. % is set by controls: 0 for no effect and ±100 for the full control effect; potency is the fitted concentration of half-maximal effect.

SMILES	TDP1 cell CPT	DT40 TDP1 no CPT	GCN5L2 inh
C[C@H](NC(=O)c1ccccc1Cl)C(=O)OCC(=O)N1CCN(c2ccccc2)CC1	?	0%	4%
Cc1ccc(S(=O)(=O)N2CCOCC2)cc1NC(=O)CSc1nnc2cc(C)c3ccccc3n12	?	23µM*	0%
CC(=O)Cc1nsc(NC(=O)c2cc(-c3ccc(Cl)c(Cl)c3)oc2C)n1	-11%	?	-1%
CCn1cc([N+](=O)[O-])c(C(=O)N2CCCCCC2)n1	19%	26%	-5%
COc1cccc(NC(=O)COC(=O)CCCC2=NS(=O)(=O)c3ccccc3N2)c1	0%	23%	-6%
COc1ccc(NC(=O)COC(=O)CCSc2ccccc2)cc1	2%	-12%	-1%
Cc1ccc2nc(SCC(=O)Nc3ccc(C)c(Cl)c3)nc(=O)n2c1	-19%	-25%	1%
O=C(O)CCNC(=O)c1ccc(Br)o1	6%	5%	-1%
CCN(CC)c1ccc(NC(=O)CN2CCN(c3ccccn3)CC2)cc1	-22%	4%	-15%
CCCC(c1nnnn1Cc1ccc(OC)cc1)N1CCN(c2ccccc2OC)CC1 (stereo unspecified)	?	21µM*	-9%
CC(C)C[C@@H]1CC2=C(C(=O)OC(C)(C)O2)[C@H](CCc2ccccc2)O1	?	?	·
CCN(Cc1ccncc1)C(=O)CCc1nnc(CCc2ccc(OC)cc2)o1	-2%	-28%	-2%
COc1cc(/C=N/n2c(C)nc3ccccc3c2=O)ccc1O	-15%	-3%	-9%
CC1CCN(c2ccc(-c3cccc(NS(=O)(=O)c4cccs4)c3)nn2)CC1	-8%	-6%	0%
COc1ccc(CC(=O)N2CCCC(CNC(=O)c3ccccc3Cl)C2)cc1 (stereo unspecified)	-15%	?	2%
COc1ccc2[nH]c(=O)c(CN(C)C(=O)c3ccncc3)cc2c1	-6%	-3%	-2%
O=C(CNC(=O)c1ccco1)NCC(=O)OCc1ccc(F)cc1	3%	-11%	-7%
Cc1nn(C)c(Cl)c1C(N)=O	-19%	2%	2%
CC(=O)Nc1cc(-c2ccc(CO)cc2)cn2c(-c3ccc(F)c(Cl)c3)cnc12	?	?	·
Cc1ccccc1N(CC(=O)NC1CCCC1)C(=O)CS(=O)CC(=O)Nc1ccc2c(c1)OCO2 (stereo unspecified)	-4%	-12%	-6%
CCCn1c(SCC(=O)N2CCN(c3ccc(OC)cc3)CC2)nc2c1c(=O)n(C)c(=O)n2C	18µM*	16µM*	4%
CC(=O)c1ccc(OC(=O)C2c3ccccc3Oc3ccccc32)cc1	11%	-2%	?
CC(C)NC(=O)N(C)C[C@@H]1OCc2cnnn2CCCC(=O)N([C@@H](C)CO)C[C@H]1C	2%	-8%	·
C=CCNC(=O)C1(c2ccccc2)CC1(Cl)Cl (stereo unspecified)	25%	-22%	-3%
CCOc1ccc(NC(=O)Nc2cccnc2)cc1	?	?	-4%
O=C(c1ccc2oc(CCc3ccccc3)nc2c1)N1CC[C@H](O)C1	-2%	3%	-17%
CC(=O)c1ccc(NCC(=O)N2CCN(c3ccccc3)CC2)cc1	-29%	-25%	-6%[0.501 µM]
O=C(CN1C(=O)CCS(=O)(=O)c2ccccc21)Nc1cccc(F)c1	-16%	-15%	·
Cc1nn(-c2ccccc2)c(C)c1CN(C)C(=O)c1ccc(S(=O)(=O)NCc2ccco2)cc1	?	?	-23%
O=C(CCC(=O)Nc1ccccc1)N/N=C/C=C/c1ccccc1	-1%	-2%	-2%
CSc1n[nH]c(NC(=O)c2c(-c3c(Cl)cccc3Cl)noc2C)n1	9%	-14%	1%
N#Cc1cc2c(nc1SCc1ccccc1)CCCCC2	18µM*	21µM*	0%
O=Cc1ccc(OCCOc2ccc([N+](=O)[O-])cc2)cc1	?	-16%	1%
Cc1sc2ncn(CC(=O)N(C)c3ccc(C(C)C)cc3)c(=O)c2c1S(=O)(=O)N1CCC(C)CC1	23µM*	23µM*	-5%
Cc1cc(Nc2cccc(Cl)c2)nc2ccc(NC(=O)Cc3cccc(C(F)(F)F)c3)cc12	9.2µM*	7.3µM*	-7%
Cc1cccc(Oc2nccc(C(F)(F)F)c2C(=O)Nc2ccc(F)cc2F)c1	13%	-6%	1%
COCCNC(=O)Cc1cn(C)c2ccccc12	-1%	1%	-5%
COC(=O)c1cccc(CC2(C)C(=O)Nc3cc(-c4ccccc4Cl)ccc32)c1 (stereo unspecified)	16µM*	?	·
COc1ccc(-c2nc(CS(=O)(=O)CC(=O)NCCCN3CCOCC3)c(C)o2)cc1	-13%	18%	2%
O=C(Nc1cccc(NC(=S)NC(=O)c2cccs2)c1)c1ccccc1	-12%	?	3%
COc1cc2[nH]c(=O)n(CCCCCC(=O)NCCCN3CCC(C)CC3)c(=O)c2cc1OC	-10%	21%	-1%
CCCC(=O)N1CCN(c2ccc(NC(=O)c3ccc4c(c3)OCCO4)cc2)CC1	-27%	-27%	-14%
COC(=O)c1cc(S(=O)(=O)n2nc(C)c(Br)c2C)c(Cl)cc1Cl	26µM*	15µM*	-5%
C=CCN(Cc1cc(OC)ccc1OC)S(=O)(=O)N(C)C	-10%	-29%	0%
CCN(CC(=O)NCc1cccs1)C(=O)c1cccc(S(=O)(=O)Nc2ccccc2OC)c1	-1%	-11%	-2%
Cc1ccc(C(=O)NCCCN2CCOCC2)cc1	-13%	-37%	·
CC1(CC(=O)N/N=C/c2cc(Br)c(O)cc2O)OCCO1	?	?	?
Cc1cc(C)c(NC(=O)CCN2CCN(Cc3ccccc3)CC2)c(C)c1	?	16µM*	·
O=C(CCc1nnc(Cc2c[nH]c3ccccc23)o1)NCCC1CCCCO1 (stereo unspecified)	-12%	4%	·
Cc1ccc2c(c1)C1CN(C)CCC1N2C(=S)Nc1ccc(OC(F)F)cc1 (stereo unspecified)	-1%	?	2%
Cc1nc2ccc(C(=O)OCC(=O)N(C)c3ccccc3)cc2nc1C	?	?	1%
Cc1c(NC(=O)c2sc3ccccc3c2Cl)cccc1-c1nc2ccccc2o1	-10%	-8%	5%
CN(C)S(=O)(=O)c1cccc(NC(=O)C2CCCN(C(=O)c3ccc(Cl)cc3)C2)c1 (stereo unspecified)	?	15µM*	·
COc1ccc(S(=O)(=O)N2CCCCC2c2cc(C(=O)Nc3ccc(OC)cc3C)no2)cc1 (stereo unspecified)	16µM*	18µM*	·
COc1ccc(-c2nc(-c3ccccc3)ncc2S(C)(=O)=O)cc1	?	?	-30%
Cc1nc(NC(=O)CN2CCOCC2)sc1C(=O)N(C)C	8%	20%	-4%
CC1=CC2=NC(=O)/C(=C\c3cccn3CCOc3cccc(C)c3)C(=N)N2O1	8%	?	23%
COC(=O)c1nc[nH]c1C(=O)OC	1%	-12%	-12%
C#CCN1CCc2onc(-c3ccccc3OC)c2C1=O	3%	8%	·
O=C(O)CC(SCC(=O)Nc1ccc(S(=O)(=O)N2CCCC2)cc1)C(=O)O (stereo unspecified)	-5%	-11%	3%
(further entries)
SMILES	TDP1 cell CPT	DT40 TDP1 no CPT	GCN5L2 inh
O=C(Cc1ccccc1F)Nc1nc(-c2ccc(F)c(F)c2)cs1	5.2µM*	2.1µM*	-7%
Cc1ccc(-n2c(C)nnc2SCC(=O)NC2CCCC2)cc1	-4%	-11%	1%
N#C/C(=C\c1ccc(OC(=O)c2ccc(Cl)s2)cc1)c1nc2ccccc2[nH]1	?	?	-13%
Cc1ccccc1NC(=O)CCNS(=O)(=O)c1ccc2[nH]c(=O)oc2c1	12%	-2%	-1%
CCCSc1nc2c(c(=O)[nH]1)C(c1ccc(F)cc1F)CC(=O)N2 (stereo unspecified)	?	?	-2%
COc1ccc(CN2CCNC(=O)C2CC(=O)NC2CCCCCC2)c(F)c1 (stereo unspecified)	-3%	-14%	-4%
Cc1ccc(C)c(NC(=O)c2cnccn2)c1	0%	-14%	-18%
CCCn1nnnc1NCc1cccn1C	-25%	-13%	-3%
CCNS(=O)(=O)c1ccc(NC(=O)c2cc(C(F)(F)F)nn2C)cc1	?	?	-4%
CC(C)Cc1nnc(NC(=O)CCN2C(=O)c3ccccc3C2=O)s1	-13%	-11%	0%
CC(c1nccs1)N(C)C(=O)c1cn(Cc2cccc3ccccc23)nn1 (stereo unspecified)	-21%	-12%	3%
CC1CC(C)CN(S(=O)(=O)c2ccc(NN)nc2)C1 (stereo unspecified)	?	-19%	-4%
NC(=O)NCc1ccc(Cl)cc1	-5%	-4%	-13%
Cc1nc(NC(=O)CSc2nnc3ccccn23)c(Cl)cc1Cl	-1%	3%	-6%
O=C1CC(c2ccccc2)C(=O)N1c1cccc(O)c1 (stereo unspecified)	-15%	-3%	3%
Cc1ccc(CNC(=O)c2ccc3c(c2)CCN3S(=O)(=O)c2ccccc2)cc1	?	?	-10%
COc1cccc(S(=O)(=O)N(C)C[C@H]2Oc3cc(Br)ccc3S(=O)(=O)N([C@@H](C)CO)C[C@H]2C)c1	21µM*	15µM*	·
O=C(C1CCN(S(=O)(=O)c2ccc(Br)s2)CC1)N1CCN(C2CCCCC2)CC1	?	?	-6%
CC(C)(C)NC(=O)NC(=O)COC(=O)CCCc1c[nH]c2ccccc12	-23%	-2%	-10%
Cc1cc(-n2cnc3c(=O)[nH]cnc32)ccc1N	-2%	-3%	26%
Nc1cccc(-c2c[nH]c3ncc(-c4cccnc4)cc23)c1	8.2µM*	21µM*	·
Cc1ccc2cc(C3CC(c4ccco4)=NN3C(=O)CCC(=O)O)c(Cl)nc2c1 (stereo unspecified)	?	16µM*	-4%
Cc1cccc(NC(=O)Nc2cccs2)c1C	26µM*	?	-2%
Cc1ccccc1NC(=O)CCN1CCN(C)CC1	1%	2%	?
CN1C(C)(C)c2ccccc2OS1(=O)=O	10%	-17%	-6%
CCC(C)(C(=O)NC1CCCCC1)N(C(=O)c1cnccn1)c1c(C)n(C)n(-c2ccccc2)c1=O (stereo unspecified)	6%	2%	1%
O=C(CN1CCOCC1)NCc1ccc(F)cc1	-19%	-13%	-22%
COc1ccc(/C=N/NC(=O)c2ccc(COc3cccc4cccnc34)cc2)cc1OC	-14%	3%	-20%
CC(C)Cn1c(N)c(C(=O)COC(=O)c2ccc3ccccc3n2)c(=O)n(C)c1=O	16µM*	16µM*	-8%
Cc1ccc(CN2C[C@H](Sc3ccccn3)C[C@H]2C(=O)Nc2ccc3sc(C)nc3c2)s1	19%[9.04 µM]	-3%	·
COc1cccc(C(=O)N2CCN(C(=O)C3CC3)CC2)c1	-6%	1%	-5%
O=C(CSc1ccc(-c2ccccc2)nn1)NCC1CCCO1 (stereo unspecified)	-6%	-16%	-10%
CCCCN1C=CC(=C2N=c3cccc([N+](=O)[O-])c3=N2)C=C1	-10%	-23%	-13%
CCOC(=O)c1sc(C)c2c1NC1(CCCCC1)NC2=O	?	?	-9%
Cn1nc(C(C)(C)C)c([N+](=O)[O-])c1C(=O)Nc1ccccc1	-6%	3%	1%
CCCOc1cccc(C(=O)NCCNC(=O)c2ccco2)c1	0%	-27%	-4%
COc1ccc(NC(=O)c2oc3ccccc3c2NC(=O)COc2ccccc2OC)c(OC)c1	-14%	-23%	23%
O=C(COC(=O)c1sc2ccccc2c1Cl)NCC1CCCCC1	?	?	0%
CCCC1=C(C(=O)OCC)C(c2cccs2)C(C#N)=C(N)O1 (stereo unspecified)	?	?	-6%[0.501 µM]
